Source: PubChem BioAssay
NR2F2 inh: NR2F2 (human) inhibition, primary screen; inhibition, % at 8.6 µM; P24468; 370,000 tested, 0.7% active; HEK293T NGFI-A luciferase reporter, luminescence;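 active = inhibition above a per-plate cutoff, mean inhibition of test wells between control levels plus 3 SD, cut at about 38% in these data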;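 also: cells cotransfected with COUP-TFII expression vector driving the NGFI-A reporter; 0% = median of COUP-TF2 test wells and 100% = reporter-only cells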
Target sequence (P24468 whole entry, looked up): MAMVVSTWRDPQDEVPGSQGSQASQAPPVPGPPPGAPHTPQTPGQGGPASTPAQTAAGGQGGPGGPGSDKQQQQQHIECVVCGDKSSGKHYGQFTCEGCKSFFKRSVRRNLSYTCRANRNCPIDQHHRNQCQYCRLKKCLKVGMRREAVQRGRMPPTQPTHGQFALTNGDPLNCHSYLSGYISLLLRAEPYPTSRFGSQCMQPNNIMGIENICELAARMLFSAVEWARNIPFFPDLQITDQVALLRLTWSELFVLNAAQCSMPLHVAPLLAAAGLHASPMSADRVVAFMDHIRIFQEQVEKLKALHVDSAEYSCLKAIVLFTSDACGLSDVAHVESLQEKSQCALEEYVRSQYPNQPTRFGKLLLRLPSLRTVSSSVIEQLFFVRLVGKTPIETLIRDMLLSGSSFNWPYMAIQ
LRH-1 inv ag: NR5A2 inverse agonism in reporter assay; O00482; HEK293T StAR-luciferase reporter, LRH-1 transfected, 24 h; inhibition, % at 3.6 µM; 360,000 tested, 0.13% active;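 active = inhibition above the mean inhibition of all tested compounds plus 3 SD, cut at about 73% in these data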;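 also: 0% = DMSO wells and 100% = reporter-only cells lacking LRH-1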
Target sequence (O00482 whole entry, looked up): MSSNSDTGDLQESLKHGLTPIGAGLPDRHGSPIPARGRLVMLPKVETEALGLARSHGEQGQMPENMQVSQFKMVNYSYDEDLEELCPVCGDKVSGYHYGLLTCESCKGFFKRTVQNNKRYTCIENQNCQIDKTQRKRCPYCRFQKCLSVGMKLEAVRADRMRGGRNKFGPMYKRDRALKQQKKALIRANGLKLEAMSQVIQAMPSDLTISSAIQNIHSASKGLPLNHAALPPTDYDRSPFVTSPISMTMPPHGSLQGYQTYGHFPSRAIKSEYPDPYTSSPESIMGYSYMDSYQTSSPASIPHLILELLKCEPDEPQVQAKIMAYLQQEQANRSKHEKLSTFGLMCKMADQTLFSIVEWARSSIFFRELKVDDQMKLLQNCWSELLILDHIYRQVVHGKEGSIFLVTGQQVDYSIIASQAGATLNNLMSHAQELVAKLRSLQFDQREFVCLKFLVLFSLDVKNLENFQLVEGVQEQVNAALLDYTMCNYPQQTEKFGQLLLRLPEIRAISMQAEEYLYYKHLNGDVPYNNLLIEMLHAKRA
TLR9-MyD88 block: blocks human TLR9 binding to MyD88. Q9NR96+Q99836. CHO BLA complementation TLR9-MyD88, CCF4 FRET ratio. inhibition, % at 4.98 µM. 340,000 tested, 0.21% active. AID 504734;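 active = inhibition above the mean over all tested compounds plus 3 SD, cut at about 21% in these data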;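 also: 0% = DMSO only wells and 100% = clavulanate BLA inhibitor control wells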
MC4R antagonist: human MC4R antagonism in cAMP assay; inhibition, % at 6.5 µM; 360,000 tested, 0.48% active; AID 540295; MC4R-expressing cells, MTII-stimulated cAMP, LANCE TR-FRET;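 active = inhibition above its plate's cutoff, the mean of tested wells on that plate plus 3 SD, cut at about 29% in these data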;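 also: 0% = Melanotan II alone and 100% = Melanotan II plus saturating MCL0020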
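Assay system: U2OS-MC4R stable cell line; Also added: Melanotan II; Technique: Eu-cAMP/anti-cAMP TR-FRET, emission 671 nm; Times: 30-min compound, 1-h challenge, 1-h detection, room temperature.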
NCOA1 inh: inhibitors of human steroid receptor coactivator 1 (SRC1) | Q15788 | HEK293 GAL4-SRC1 luciferase reporter, luminescence | inhibition, % at 3.6 µM | 360,000 tested, 0.12% active;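 active = inhibition above the campaign mean plus 3 SD, with each screening campaign given its own cutoff, cut at about 60% in these data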;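 also: 0% = DMSO treated cells and 100% = gossypol at 36 µM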
MC4R ag barr: agonists of human melanocortin 4 receptor (MC4R) beta-arrestin | U2OS MC4R beta-arrestin complementation, luminescence; percent of melanotan II response, DMSO zero | P32245 | 360,000 tested, 0.98% active | AID 540308 | activation, % at 8.9 µM;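 active = activation above a per-plate cutoff, the mean activation of sample wells on that plate plus 3 SD, cut at about 8% in these data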
ABHD5 PLIN5 PPI: ABHD5-PLIN5 protein interaction inhibition; Q00G26+Q8WTS1; Split G. princeps luciferase complementation, luminescence, 4 h; inhibition, % at 4 µM; 360,000 tested, 0.78% active; AID 602281;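 active = inhibition above the mean inhibition across every tested compound plus 3 SD, cut at about 22% in these data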;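 also: 0% = DMSO only wells and the 100% control is not disclosed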
NOD2-RIPK2 inh: blocks binding of human NOD2 to RIPK2; AID 624267; CHO BLA complementation NOD2-RIPK2, CCF4 ratio; 360,000 tested, 0.38% active; O43353; inhibition, % at 4.98 µM; in the data active = inhibition above about 21%;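 also: 0% = vehicle only and 100% = reference blocker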
EBV LMP1 NFkB: Epstein-Barr LMP1 NF-kappaB reporter inhibition. LMP1-induced NF-kappaB luciferase reporter cells, luminescence. inhibition, % at 12.5 µM. 350,000 tested, 0.69% active. AID 504558; in the data active = inhibition above about 41%;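 also: 0% = neutral control wells and 100% = reference inhibitor control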
NCOA2 inhibitor: human SRC2 (NCOA2) inhibition; HEK293 GAL4-SRC2 luciferase reporter, luminescence; inhibition, % at 9 µM; Q15596; 370,000 tested, 0.17% active;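 active = inhibition above the mean inhibition of all tested compounds plus 3 SD, set per campaign, cut at about 52% in these data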;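 also: 0% = DMSO treated cells and 100% = cells given Gossypol at 36 µM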
SRC3 inh: human NCOA3 inhibition; inhibition, % at 3.6 µM; Q9Y6Q9; 360,000 tested, 0.17% active; HEK293 GAL4-SRC3 luciferase reporter, luminescence;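 active = inhibition above a per-campaign cutoff, the mean of all compounds plus 3 SD, cut at about 60% in these data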;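 also: 0% = DMSO-treated cells and 100% = gossypol-treated cells at 36 µM; higher means less SRC3-driven luciferase light from the GAL4 reporter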
Active calls of the source: *; x = not tested or not shown. A portion of the library. The share of hits here may be higher or lower than overall.

No.	structure	NR2F2 inh	LRH-1 inv ag	TLR9-MyD88 block	MC4R antagonist	NCOA1 inh	MC4R ag barr
1	N#CC(Br)Br	-16	10	-9	0	8	-1.4
2	Cn1c(O)c(/C=C/C=Nc2ccccc2)c(=O)n(C)c1=O	-4	9	-4	-23	-17	-1.9
3	CC(Cc1ccccc1)NCc1ccccc1O (stereo not given)	-3	-2	7	5	-12	-1.0
4	CCCC1(CC(C)CC)C(=O)NC(=O)NC1=O (stereo not given)	-21	-4	1	0	3	-2.7
5	Cc1ccc2c(c1Cl)NC(C(=O)O)C1CC(Sc3ccccc3[N+](=O)[O-])C(Cl)C21 (stereo not given)	x	-10	3	14	3	0.4
6	C[n+]1c(-c2ccccc2)c2cc(N)ccc2c2ccc(N)cc21	-25	2	11	-34	12	-0.7
7	Cc1cc(C)cc(N2C(=O)NC(=O)/C(=C\c3cccn3-c3ccc(Cl)cc3)C2=O)c1	-2	7	2	5	-5	3.6
8	C=CCn1c(O)c(C(C)=Nc2ccc(N(C)C)cc2)c(=O)[nH]c1=O	-25	9	0	-2	2	-1.2

No.	ABHD5 PLIN5 PPI	NOD2-RIPK2 inh	EBV LMP1 NFkB	NCOA2 inhibitor	SRC3 inh
1	8	7	-7	1	7
2	-3	-7	-2	0	13
3	4	-7	4	5	6
4	0	-14	-3	-20	-1
5	1	-7	-11	x	7
6	-19	28*	0	-211	-6
7	-3	-2	4	16	19
8	-10	5	4	-26	-2

Further records follow.
No.	structure	NR2F2 inh	LRH-1 inv ag	TLR9-MyD88 block	MC4R antagonist	NCOA1 inh	MC4R ag barr
9	O=[N+]([O-])/C=C1/NCCN1Cc1ccc(Cl)nc1	-5	13	-2	3	3	0.0
10	CN(C)c1cc[n+](CC(O)C[n+]2ccc(N(C)C)cc2)cc1	4	-33	0	-1	-4	-0.7
11	CCCCn1c(O)c(C(C)=NCc2cccnc2)c(=O)[nH]c1=O	-8	6	1	18	-7	-0.7
12	CC1([N+](=O)[O-])COP(=O)(Nc2cccc(F)c2)OC1 (stereo not given)	-1	-8	-1	3	-12	-1.8
13	Cn1c(=O)c2c(ncn2CCCl)n(C)c1=O	8	5	-16	4	0	0.0
14	Clc1cccc(Cl)c1Cl	12	3	3	5	0	-0.7
15	COC(=O)C1=C(c2ccc(C(C)=O)cc2)C[C@@H]2CC[C@H]1N2C(=O)N1CCC(O)(c2ccc(Cl)cc2)CC1	-5	-28	-1	1	-8	-0.9
16	C=CCN1C(=O)NC(=O)/C(=C/c2c(CCN(C)C(=O)c3ccccc3)cc3c(c2OC)OCO3)C1=O	-6	-20	-10	11	-26	-1.5

No.	ABHD5 PLIN5 PPI	NOD2-RIPK2 inh	EBV LMP1 NFkB	NCOA2 inhibitor	SRC3 inh
9	3	-20	3	-11	1
10	-1	-3	-1	-26	-3
11	-6	-2	-2	10	19
12	3	3	-5	-7	-1
13	6	8	-10	-17	-1
14	5	4	-1	-3	11
15	4	9	6	11	0
16	26*	-2	-4	-7	-9

(more compounds)
No.	structure	NR2F2 inh	LRH-1 inv ag	TLR9-MyD88 block	MC4R antagonist	NCOA1 inh	MC4R ag barr
17	COc1ccc(-c2cc(C(F)(F)F)n3nc(C(=O)N4CCC5(CC4)OCCO5)cc3n2)cc1OC	15	-5	-5	6	0	0.6
18	CC1(C)CC(=O)C=C(NCCN2CCN(C(=O)Cc3ccc(Cl)cc3)CC2)C1	12	19	5	2	-6	-2.3
19	CCCC(=O)NC(Oc1ccc(C(C)=O)cc1)C(Cl)(Cl)Cl (stereo not given)	-7	-1	-11	4	7	-0.6
20	CN(C)CC1CCCCC1=O (stereo not given)	11	16	5	0	11	-0.8
21	Cc1cccn2c(=O)c3cc(C(=O)N4CCC5(CC4)OCCO5)n(C)c3nc12	-6	3	-6	-20	-6	-1.8
22	COC(=O)C1=C(c2ccc(OC(F)(F)F)cc2)C[C@@H]2CC[C@H]1N2C(=O)NC1CCCCC1	10	29	3	6	22	3.2
23	Cn1cccc1CNCCc1ccccc1F	-10	13	2	1	-7	1.1
24	CCC(=Nc1cccc(C(F)(F)F)c1)c1c(O)n(C)c(=O)n(C)c1=O	3	3	-7	14	6	2.0

No.	ABHD5 PLIN5 PPI	NOD2-RIPK2 inh	EBV LMP1 NFkB	NCOA2 inhibitor	SRC3 inh
17	-1	-8	10	7	15
18	4	10	-11	-22	-6
19	5	-6	-9	1	-8
20	-4	2	1	-8	9
21	1	3	5	2	-2
22	0	3	-4	20	22
23	0	0	-9	-22	7
24	0	-8	3	-1	11

5 compounds picked at random from the list so far, as already listed:
No.	structure	NR2F2 inh	LRH-1 inv ag	TLR9-MyD88 block	MC4R antagonist	NCOA1 inh	MC4R ag barr
23	Cn1cccc1CNCCc1ccccc1F	-10	13	2	1	-7	1.1
19	CCCC(=O)NC(Oc1ccc(C(C)=O)cc1)C(Cl)(Cl)Cl (stereo not given)	-7	-1	-11	4	7	-0.6
21	Cc1cccn2c(=O)c3cc(C(=O)N4CCC5(CC4)OCCO5)n(C)c3nc12	-6	3	-6	-20	-6	-1.8
24	CCC(=Nc1cccc(C(F)(F)F)c1)c1c(O)n(C)c(=O)n(C)c1=O	3	3	-7	14	6	2.0
20	CN(C)CC1CCCCC1=O (stereo not given)	11	16	5	0	11	-0.8

No.	ABHD5 PLIN5 PPI	NOD2-RIPK2 inh	EBV LMP1 NFkB	NCOA2 inhibitor	SRC3 inh
23	0	0	-9	-22	7
19	5	-6	-9	1	-8
21	1	3	5	2	-2
24	0	-8	3	-1	11
20	-4	2	1	-8	9

Additional entries follow.
No.	structure	NR2F2 inh	LRH-1 inv ag	TLR9-MyD88 block	MC4R antagonist	NCOA1 inh	MC4R ag barr
25	O=C(Cc1ccccc1[N+](=O)[O-])N1CCN(Cc2ccc3c(c2)OCO3)CC1	3	16	x	2	7	-2.2
26	CCC(COC(=O)NC)NC(=O)Oc1cccc(C)c1 (stereo not given)	0	-3	1	19	13	2.5
27	CC(N)C(=O)NC1C2C(=C(O)CC(O)C2O)C(=O)OC1(C)C(Cl)Cl (stereo not given)	76*	97*	-10	6	93*	-1.1
28	COc1ccc(C(c2nnnn2-c2ccc3c(c2)OCCO3)N2CCC(n3c(=O)[nH]c4ccccc43)CC2)cc1 (stereo not given)	1	-2	x	x	14	x
29	FC(F)(F)c1ccc2c(c1)N(CCCN1CCN(CCCl)CC1)c1ccccc1S2	-4	-1	-2	10	-4	2.7
30	COc1ccc(C(O)C(C)NC(C)C(O)c2ccc(OC)cc2)cc1 (stereo not given)	-5	-8	x	-4	-18	1.8
31	OC(CNCCc1c[nH]c2ccccc12)C(F)(F)F (stereo not given)	-10	11	0	1	6	-0.2
32	CSc1ccccc1NP1(=O)OCC(C)([N+](=O)[O-])CO1 (stereo not given)	15	10	4	-2	3	-1.9

No.	ABHD5 PLIN5 PPI	NOD2-RIPK2 inh	EBV LMP1 NFkB	NCOA2 inhibitor	SRC3 inh
25	1	-9	15	1	16
26	-6	-11	0	4	12
27	3	10	85*	64*	91*
28	11	-7	x	-1	21
29	21	5	0	-1	-6
30	4	4	x	-2	-1
31	-7	0	-4	-47	20
32	2	6	-5	-12	3

(cont.)
No.	structure	NR2F2 inh	LRH-1 inv ag	TLR9-MyD88 block	MC4R antagonist	NCOA1 inh	MC4R ag barr
33	CCOc1ccc(C(=O)OC2CC3CCC(C2)N3C)cc1 (stereo not given)	-7	16	-6	-10	9	-3.1
34	CSc1ncc(/C=C2/C(=O)NC(=O)N(c3ccc(Cl)cc3)C2=O)cn1	-17	8	3	6	1	-2.1
35	C=C(C)[C@@]12OC3(c4ccccc4)O[C@@H]1C1[C@@H]4O[C@]4(CO)[C@@H](O)[C@]4(O)C(=O)C(C)=C[C@H]4[C@@]1(O3)[C@H](C)[C@H]2OC(=O)/C=C/C=C/c1ccccc1 (stereo not given in full)	x	45	4	18	-80	0.7
36	CN1CCC(c2c[nH]c3ccc(O)cc23)CC1	-11	7	-2	2	7	0.2
37	CN1Cc2cnnn2-c2ccccc2C1C#N (stereo not given)	0	19	-9	1	4	1.4
38	Cc1ccc(OCC(=O)NCCN2CCN(C(=O)COc3ccc(C)cc3)CC2)cc1	-6	1	-7	1	-2	1.6
39	COC(=O)C1=C(c2cc3ccccc3s2)C[C@@H]2CC[C@H]1N2C	-13	20	4	-7	-8	-0.5
40	COC(=O)C1=C(c2ccccc2)C[C@@H]2CC[C@H]1N2C(=O)NCC1CC1	4	11	4	0	-10	-2.1

No.	ABHD5 PLIN5 PPI	NOD2-RIPK2 inh	EBV LMP1 NFkB	NCOA2 inhibitor	SRC3 inh
33	3	1	-7	-33	-8
34	42*	-2	-7	-13	4
35	-10	-2	-169	x	-47
36	-1	-5	-4	10	-4
37	13	8	-9	4	0
38	-1	8	6	-14	9
39	-1	0	-8	-36	-20
40	-5	-2	-14	7	3

(continued)
No.	structure	NR2F2 inh	LRH-1 inv ag	TLR9-MyD88 block	MC4R antagonist	NCOA1 inh	MC4R ag barr
41	CC(=O)Nc1ccccc1C(=O)OCC(=O)c1ccc2c(c1)OCCO2	14	17	-6	-4	0	-0.3
42	CCOC(=O)C1=C(C)OC(N)=C(C#N)C12C(=O)N(C)c1ccccc12 (stereo not given)	23	-8	-7	4	-2	-1.7
43	CC1=NN(c2ccccc2)C(=O)C1/C=C1\C(=O)NC(=O)N(c2cc(C)cc(C)c2)C1=O (stereo not given)	3	4	-11	5	0	-0.6
44	Cc1nc2ccccc2c(=O)n1-c1ccc(C(=O)O)cc1	-12	-7	-10	16	12	-2.2
45	CCCCc1cc(=O)oc2cc(OCC(=O)N3C[C@H]4C[C@@H](C3)c3cccc(=O)n3C4)c(Cl)cc12	0	-6	-7	8	-9	-1.5
46	Cn1c(=O)n(CC(=O)N2CCC3(CC2)OCCO3)c(=O)c2ccccc21	1	-13	6	-5	-1	-0.3
47	COc1cc2cc(C(=O)N3CC(COS(C)(=O)=O)c4ccc(O)cc43)[nH]c2c(OC)c1OC (stereo not given)	x	65	-1	-29	90*	3.8
48	CC(C)(C)n1nnnc1C(C1CC1)N1CCC(n2c(=O)[nH]c3ccccc32)CC1 (stereo not given)	-5	6	x	x	13	x
49	C=CCn1c(O)c(C(CC)=NCC2CCCO2)c(=O)[nH]c1=O (stereo not given)	-29	9	4	2	2	-2.1
50	COC(=O)c1ccc(C(C(=O)NC2CCCCC2)N(CCN2CCOCC2)C(=O)Cc2cccs2)cc1 (stereo not given)	-8	11	0	-10	8	0.7

No.	ABHD5 PLIN5 PPI	NOD2-RIPK2 inh	EBV LMP1 NFkB	NCOA2 inhibitor	SRC3 inh
41	2	-7	-7	-8	26
42	-4	-3	6	-8	-4
43	-14	4	1	10	-8
44	2	-11	-1	7	-2
45	5	11	11	-11	-24
46	9	-13	-7	-5	3
47	-7	11	90*	x	94*
48	0	2	x	-5	-10
49	-2	1	-4	-21	19
50	8	-2	-1	15	14
